Assay outcomes as filed in PubChem.
M5 PAM – CHRM5 positive allosteric modulation; P08912; AID 624038; activation, % at 3 µM; CHO-K1 hM5, Fluo-8 calcium, ACh EC20 PAM; 0% = ACh EC20, 100% = ACh EC100; hit rate 0.3% among 360,000;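 active = activation above the run cutoff, the mean activation of all test compounds plus 3 SD, cut at about 18% in these data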
Target sequence (P08912 whole entry, looked up): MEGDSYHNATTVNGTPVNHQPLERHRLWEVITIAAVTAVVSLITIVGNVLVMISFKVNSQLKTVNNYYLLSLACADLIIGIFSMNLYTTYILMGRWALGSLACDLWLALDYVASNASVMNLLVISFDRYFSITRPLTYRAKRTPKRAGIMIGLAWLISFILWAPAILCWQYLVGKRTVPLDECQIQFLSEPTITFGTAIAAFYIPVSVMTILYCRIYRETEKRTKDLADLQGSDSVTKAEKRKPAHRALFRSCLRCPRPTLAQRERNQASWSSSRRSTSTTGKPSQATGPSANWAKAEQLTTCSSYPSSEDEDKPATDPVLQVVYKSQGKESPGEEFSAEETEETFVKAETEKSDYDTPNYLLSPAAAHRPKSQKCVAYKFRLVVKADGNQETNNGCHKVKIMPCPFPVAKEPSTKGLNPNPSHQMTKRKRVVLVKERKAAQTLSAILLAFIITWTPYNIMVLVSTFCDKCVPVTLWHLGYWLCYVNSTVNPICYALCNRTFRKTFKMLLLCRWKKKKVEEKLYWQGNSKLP
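Measured by: Fluo-8 calcium fluorescence; material: human M5 receptor in CHO-K1 cells; schedule: Post-acetylcholine fluorescence recording 140 s; benchmarks: low control EC20 acetylcholine (0%), high control EC100 acetylcholine (100%); read-out: Max/basal fluorescence ratio as % of EC20–EC100 ACh window; compound: single dose, 3 µM nominal final test concentration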
CHO-K1 Ca ag – M1 agonist counterscreen hit in parental CHO-K1 cells; Fluo-8 calcium fluorescence; scaled to maximal ATP response, vehicle zero; AID 602248; hit rate 0.48% among 360,000; activation, % at 3 µM; in the data active = activation above about 15%;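 note: untransfected CHO-K1 host cells lacking M1 receptor as counterscreen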
M1 PAM parental – M1 PAM counterscreen hit in parental CHO-K1 cells; ATP EC20, Fluo-8 calcium fluorescence; 0% at ATP EC20, 100% at ATP max; activation, % at 3 µM; hit rate 0.02% among 360,000; AID 602247;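 active = activation above the run cutoff, the mean activation of all test compounds plus 3 SD, cut at about 40% in these data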;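 note: peak over basal fluorescence ratio in a 140 s read after ATP addition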
CHRM5 agonist – CHRM5 agonism in calcium assay; P08912; hit rate 0.19% among 360,000; activation, % at 3 µM; CHO-K1 hM5 cells, Fluo-8 calcium fluorescence; 0% DMSO wells, 100% maximal acetylcholine response; AID 624037;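 active = activation above the run's mean over test compounds plus 3 SD, cut at about 23% in these data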;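 note: signal is peak over basal fluorescence ratio across the kinetic read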
M5 antag – antagonists of human muscarinic M5 receptor (CHRM5); hit rate 0.59% among 360,000; CHO-hM5 cells, Fluo-8 calcium fluorescence, ACh EC80; inhibition, % at 3 µM; P08912;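 active = inhibition above a per-plate cutoff, the mean of that plate's test compounds plus 3 SD, cut at about 27% in these data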;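 note: 0% = acetylcholine EC80 with DMSO and 100% = DMSO without agonist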
CHO-K1 Ca antag – counter-screen for M1 antagonists: effect in parental CHO-K1 cells; ATP-induced calcium, Fluo-8 fluorescence; inhibition, % at 3 µM; hit rate 0.6% among 360,000;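 active = inhibition above a per-plate cutoff, the plate's mean sample inhibition plus 3 SD, cut at about 24% in these data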;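 note: 0% = DMSO plus EC80 ATP and 100% = DMSO alone without ATP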
CHRM4 PAM – potentiates acetylcholine response at human M4 receptor. P08173. CHO-K1 hM4/Gqi5, Fluo-8 calcium fluorescence, ACh EC20; 0% = ACh EC20, 100% = maximal ACh. AID 624126. activation, % at 3 µM. hit rate 0.4% among 360,000;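 active = activation above its plate's cutoff, the mean activation of sample wells plus 3 SD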; note: some results filed as inactive read as strong as hits
Target sequence (P08173 whole entry, looked up): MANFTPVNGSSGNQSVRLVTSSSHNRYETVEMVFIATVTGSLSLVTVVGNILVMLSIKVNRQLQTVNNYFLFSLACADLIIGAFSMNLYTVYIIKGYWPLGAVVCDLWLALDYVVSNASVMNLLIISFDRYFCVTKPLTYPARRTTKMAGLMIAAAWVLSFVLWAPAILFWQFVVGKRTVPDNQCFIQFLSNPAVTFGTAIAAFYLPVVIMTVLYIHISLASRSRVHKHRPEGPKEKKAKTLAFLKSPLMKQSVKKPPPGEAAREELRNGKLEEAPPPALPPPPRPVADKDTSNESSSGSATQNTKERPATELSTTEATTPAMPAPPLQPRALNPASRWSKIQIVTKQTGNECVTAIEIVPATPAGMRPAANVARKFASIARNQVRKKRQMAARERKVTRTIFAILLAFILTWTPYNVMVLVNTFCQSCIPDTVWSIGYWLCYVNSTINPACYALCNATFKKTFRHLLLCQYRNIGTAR
M4 antag – CHRM4 antagonism in calcium assay. P08173. CHO-hM4 cells, ACh EC80, Fluo-8 calcium fluorescence. inhibition, % at 3 µM. hit rate 0.73% among 360,000. AID 624125;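 active = inhibition above its plate's cutoff, the mean inhibition of sample wells plus 3 SD, cut at about 27% in these data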;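 note: 0% = acetylcholine EC80 with DMSO and 100% = DMSO without agonist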
CHRM4 agonist – CHRM4 agonism in calcium assay. P08173. CHO-K1 hM4/Gqi5, Fluo-8 calcium fluorescence; vehicle 0%, full acetylcholine response 100%. activation, % at 3 µM. hit rate 0.14% among 360,000. AID 624127;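 active = activation above the run mean over all test wells plus 3 SD, cut at about 32% in these data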;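 note: peak over basal fluorescence ratio per well then scaled between controls; 0% = DMSO wells and 100% = acetylcholine at EC100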
* hit, by the source's call; . = no result given; & = joins results of further samples.

SMILES	M5 PAM	CHO-K1 Ca ag	M1 PAM parental	CHRM5 agonist	M5 antag	CHO-K1 Ca antag	CHRM4 PAM	M4 antag	CHRM4 agonist
COCCCNc1nc(CC(C)C)nc2c1nnn2Cc1ccccc1	1	0.2	-5	0	3	2	-5	1	-1
COC(=O)CNc1nc(Cl)nc(Nc2ccc(Cl)cc2)n1	-6	0.4	10	-3	12	1	1	5	2
COc1cccc(NC(=O)NC2CCN(Cc3nnnn3Cc3ccc4c(c3)OCO4)CC2)c1	-2	0.5	9	-5	9	-12	-4	4	1
CCCCCCNC(=O)O[C@H]1Cn2c(=O)ccc(=O)n2[C@@H]2CN(S(=O)(=O)c3ccc(C)cc3)C[C@]12O	0	-0.1	-15	-3	6	15	-5	3	0
COc1cc(/C=N/NC(=O)c2cc(-c3ccccc3)nc3ccccc23)ccc1O	-19	3.9	26	-4	12	-16	-6	-15	15
COc1cccc2c(=O)n(CC(=O)N3CCCCC3)ccc12	0	0.8	20	0	2	-8	6	-12	-2
CCN(CC)CCN1c2ccccc2Sc2ccccc21	-18	5.2	5	-7	99*	-4	-18	89*	3
O=C(Nc1ccc(Oc2ccccc2)cc1)c1csc([C@H]2C[C@H](O)[C@@H](CO)O2)n1	-15	14	-5	8	26	1	-10	16	17
COc1ccccc1C(=O)NCCC(=O)NC1=NCCS1	0	0.7	0	-1	5	-17	5	-13	1
O=C1Nc2ccccc2C1=Nc1ccc(-c2nnc3n2CCCCC3)cc1	-1&1	1.9&-0.6	10&18	1&1	13&6	-12&6	6&-6	0&6	0&1
CN(C)S(=O)(=O)c1ccc(C(=O)NCC(C)(C)N2CCOCC2)cc1	3	1.2	16	-1	8	-10	1	1	1
CN1C(=O)c2ccc(NC(=O)c3cccc4ccccc34)cc2C1=O	5	-0.8	6	-3	-4	-7	-3	-4	0
CC1CCCCC12NC(=O)N(CC(=O)NCc1ccccc1)C2=O (centres undefined)	1	0.4	-1	3	2	0	-1	5	2
CN(C)S(=O)(=O)c1cccc(NC(=O)c2cncc(Br)c2)c1	1	3.2	24	2	-3	8	1	-8	4
COC(=O)[C@@]12C[C@@H](CC(=O)N3CCCCC3)C(=O)N(Cc3ccc4c(c3)OCO4)C1=CCC(C)(C)C2	1	.	.	0	-4	.	1	-11	5
COCCN1C2=C(C(=O)CC(C)(C)C2)C(c2ccc(O)c(OC)c2)C2=C1CC(C)(C)CC2=O	-1	0.0	-7	1	11	-8	-3	-4	1
COc1cccc(NC(=O)CN2CCN(c3ccc(F)cc3)CC2)c1	1	0.0	16	-6	-5	-9	3	-6	1
COC(=O)NC(NC(=S)Nc1cccc(C)c1)C(Cl)(Cl)Cl (centres undefined)	-7	0.3	-3	0	4	11	-9	5	2
CSCCC(NC(=O)c1ccccc1)C(=O)NCc1ccc(S(N)(=O)=O)cc1 (centres undefined)	1	0.0	-8	-1	6	-8	-1	2	1
CCOC(=O)c1ccccc1N/C=C/C(=O)c1ccccc1	-1	-0.1	9	-2	0	-1	3	-6	0
Cc1ccc(-c2c(C(=O)N/N=C/c3ccc4c(c3)OCO4)nnn2-c2nonc2N)cc1	-4	5.3	-4	5	4	-9	-8	-4	11
COc1ccc(S(=O)(=O)N(C)C)cc1NCC(=O)Nc1ccc(Br)c(C)c1	-12	8.1	13	-3	13	-13	-5	-11	12
Cc1ccccc1Cn1nc(C)c(NC(=O)C(F)(F)F)c1C	4	-0.1	20	-2	-2	-5	4	2	1
COC(c1ccccc1)c1nnc(CCC(=O)NCCc2ccc(Cl)cc2)o1 (centres undefined)	0	1.2	7	1	0	-7	0	-11	2
COc1cccc(CNC(=O)Cn2nc([N+](=O)[O-])c(Br)c2C)c1	-2	0.3	3	-9	13	-3	-1	-2	1
COc1ccc(CCNC(=O)C(=O)NCc2ccc(C)cc2)cc1OC	3	-0.7	14	-2	-6	-9	11	7	0
O=C(NCC(c1ccco1)N1CCN(c2ccc(F)cc2)CC1)C(=O)NC1CCCCC1 (centres undefined)	0	-0.1	-10	1	1	-6	3	-14	1
Cc1ccc2c(c1)/C(=N/OC(=O)c1ccc(F)cc1)CCS2	4	0.4	19	1	-10	-7	5	-4	0
COc1ccc(OCC(=O)N/N=C/C2CC=CCC2)cc1 (centres undefined)	-1	1.1	-12	-3	6	5	-1	-1	0
CCN(C(=O)CN1CCN(c2cccc(Cl)c2)CC1)c1c(N)n(Cc2ccccc2)c(=O)[nH]c1=O	0	-0.6	-15	3	9	0	-2	-4	0
CC(=O)Nc1ccc(S(=O)(=O)NCCSCc2ccccc2Cl)cc1	-10	5.6	9	6	11	3	0	1	13
O=C(Nc1ccc(C(=O)OC2CCCCC2)cc1)c1ccncc1	4	3.9	13	4	7	-5	-8	-1	8
O=c1nc(/C=C/c2cccn2-c2ccc([N+](=O)[O-])cc2)cc(C(F)(F)F)[nH]1	2	0.2	16	1	-6	-6	8	-7	0
CC1CN(Cc2ccc(Cl)cc2Cl)CC(C)O1 (centres undefined)	3	0.4	18	0	-7	-6	7	3	0
O=C(COc1ccccc1)Nc1ncn[nH]1	9	1.4	24	0	-4	-10	-3	0	0
COc1ccc(CNC(=O)CNS(=O)(=O)c2cccc(C#N)c2)cc1OC	1	0.9	6	-3	5	-5	1	5	0
Cc1c(NS(=O)(=O)c2cccc(C(=O)Nc3ccccc3)c2)c(=O)n(-c2ccccc2)n1C	-3	0.8	13	-9	11	-5	0	3	1
COc1cc(/C=N/n2cnnc2)ccc1OS(=O)(=O)c1ccccc1[N+](=O)[O-]	-7	0.3	-10	1	4	19	4	5	5
OCCCCCNc1ncnc2ccccc12	-5	15*	3	8	14	3	-1	0	7
CCOC(=O)CSc1nc2sc(C(=O)O)c(C)c2c(=O)[nH]1	-5	-0.4	1	1	4	-4	-3	-8	0
CN(C)S(=O)(=O)c1cccc(NC(=O)/C=C/c2ccc(S(=O)(=O)N3CCOCC3)cc2)c1	-17	9.6	12	0	7	-16	-4	2	14
Cc1ccnc(N/C=C(/NC(=O)c2ccccc2)C(=O)N/N=C\c2ccc(F)cc2)n1	-6	2.4	11	-3	8	-9	-11	18	4
CCC1Sc2ccc(S(=O)(=O)CCC(=O)Nc3ccc(C(=O)OC)cc3)cc2NC1=O (centres undefined)	-4	2.1	4	-2	11	-9	-5	8	5
COc1ccc(S(=O)(=O)N2CCC(C(=O)NC3CCCCC3)CC2)cc1OC	5	0.5	4	-1	1	2	0	-1	1
Cn1nnnc1P(=O)(c1ccccc1)c1ccccc1	-5	-0.1	-4	-2	-4	-15	11	-12	2
O=C(Nc1cccc(Cl)c1)Nc1cc(S(=O)(=O)N2CCOCC2)ccc1N1CCCC1	-8	0.8	-1	-1	10	2	2	0	2
CC(=O)N1CCN(c2ccc(NC(=O)c3ccccc3Cl)cc2)CC1	2	0.3	-11	2	-13	5	-2	0	1
O=C(NNc1ccc(Cl)cc1)c1c(F)cccc1Cl	1	0.4	9	2	1	1	-2	5	1

4 compounds drawn at random from those above, as already listed:
SMILES	M5 PAM	CHO-K1 Ca ag	M1 PAM parental	CHRM5 agonist	M5 antag	CHO-K1 Ca antag	CHRM4 PAM	M4 antag	CHRM4 agonist
CC(=O)N1CCN(c2ccc(NC(=O)c3ccccc3Cl)cc2)CC1	2	0.3	-11	2	-13	5	-2	0	1
CCC1Sc2ccc(S(=O)(=O)CCC(=O)Nc3ccc(C(=O)OC)cc3)cc2NC1=O (centres undefined)	-4	2.1	4	-2	11	-9	-5	8	5
Cn1nnnc1P(=O)(c1ccccc1)c1ccccc1	-5	-0.1	-4	-2	-4	-15	11	-12	2
O=C(Nc1cccc(Cl)c1)Nc1cc(S(=O)(=O)N2CCOCC2)ccc1N1CCCC1	-8	0.8	-1	-1	10	2	2	0	2

Continuation:
SMILES	M5 PAM	CHO-K1 Ca ag	M1 PAM parental	CHRM5 agonist	M5 antag	CHO-K1 Ca antag	CHRM4 PAM	M4 antag	CHRM4 agonist
NC(=O)COC(=O)c1ccccc1SCC(=O)NC1CCCCCCC1	-3	0.0	-26	-1	-1	5	13	-8	0
O=C(COc1ccccc1[N+](=O)[O-])N/N=C/c1ccccn1	-8	0.2	6	-2	9	-3	-5	1	1
COc1ccccc1N(CC(=O)Nc1ccccc1)S(=O)(=O)c1cccs1	-10	2.2	13	3	3	-15	2	-4	5
CCN1c2cccc3cccc(c23)S1(=O)=O	5	0.0	12	-2	-4	-18	13	-2	0
CSc1ccc(/C=C2\C(=N)N3N=C(CC(=O)N4CCOCC4)SC3=NC2=O)cc1	0	-0.7	-11	-7	12	3	14	8	2
Cn1c(-c2ccsc2)c(-c2cccs2)c2cc(-c3ccc4cc[nH]c4c3)ccc21	-4	1.6	19	3	3	-14	7	-8	1
CC(=O)N1C[C@H]2CON(C)[C@H]2C[C@H]1c1ccccc1	4	0.3	4	2	-5	-2	5	-14	1
O=S(=O)(Nc1ccccc1)c1ccc(NS(=O)(=O)c2c(F)cccc2F)cc1	4	-0.9	16	-4	2	-13	17	-19	1
O=C(COC(=O)c1ccccc1O)Nc1cccnc1Cl	-4	0.4	-6	-1	10	3	7	1	2
COC(=O)c1sc(NC(=O)C2CCCO2)c(C(=O)OC)c1C (centres undefined)	-1	-0.2	-4	-2	1	6	5	0	0
O=C(CN1CCN(CC(=O)Nc2ccccc2C(F)(F)F)CC1)Nc1ccccc1F	-1	0.1	-4	2	6	1	14	5	0
CCc1nc(Cl)c(C#N)c2c1CSC(C)(C)C2	-1	-0.1	3	-1	3	6	1	3	1
CC(C)CCNC(=O)CC1Nc2c3ccccc3nc(=S)n2C1=O (centres undefined)	-3	6.6	-6	0	10	16	-4	15	0
O=C(CSc1ccc(Br)cc1)Nc1ccccc1Oc1ccccc1	-9	2.0	4	-1	0	-4	-5	-9	7
CCOC(=O)CCSc1nc(-c2ccccc2)cc(C(F)(F)F)n1	-5	-0.4	1	0	-1	2	9	-2	-1
COc1ccc(CC(=O)NNC(=O)COc2ccc3ccccc3c2)cc1	-1	1.7	1	2	3	4	8	-3	5
O=[N+]([O-])c1ccc(S(=O)Cc2ccccc2)c([N+](=O)[O-])c1 (centres undefined)	-11	1.5	-4	6	21	22	-10	77*	6
CC(=O)c1cccc(NC(=O)c2sc3nc4n(c(=O)c3c2C)CCCC4)c1	-2	4.2	2	-2	7	-8	-1	4	2
COCCOc1cc(-n2cccc2)c(Cl)cc1Cl	-4	1.1	13	-3	-3	-5	2	0	-1
CC(C)(C)N(Cc1ccccc1)C(=O)CSc1nnc(CNc2ccc(F)cc2)o1	-9	4.7	14	-1	3	-6	-6	-6	4
CCCc1nc2ccc(Cl)cn2c1Cc1ccccc1	6	0.6	24	-4	-2	-21	12	-7	0
CCN(CC)C(=O)c1sc(N)c(C#N)c1C	2	0.2	7	2	-5	-2	-4	12	1
COc1cc(OC)cc(C(=O)NC(C(=O)N2CCc3ccccc3C2)C(C)C)c1 (centres undefined)	0	0.0	3	-3	1	-17	0	1	0
COc1ccc(CN2CC(C(=O)NCCC3=CCCCC3)CC2=O)cc1 (centres undefined)	-1	0.1	26	-3	7	-12	13	-2	0
COc1ccc(C2(CNC(=O)c3ccc(N)cc3)CCCC2)cc1	-2	11	-3	0	2	13	-2	6	1
CC(=O)Nc1cccc(-c2ccnc3c2CC(C)(C(=O)NCCc2ccccc2)O3)c1 (centres undefined)	5	1.3	3	1	1	-3	6	-3	3
O=C(NCCCNc1ccc(C(F)(F)F)cc1[N+](=O)[O-])c1ccc(Cl)cc1	-5	0.3	7	0	4	-11	1	-3	0

Compounds were not picked by outcome; about 2.7% have a hit in one of these screens.
